Screening data deposited in PubChem by several laboratories.
BAP1 block = inhibitors of human BAP1 deubiquitinase | Q92560 | AID 436 | recombinant BAP1, Ub-AMC hydrolysis fluorescence kinetic; hits give low values | actives 0.48% (n = 72,000) | activity remaining (% of control), % at 20 µM;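 active = activity remaining at or below 50% of control, provided the compound also passes the data quality filters; inactive = the rest, including low values that fail the filters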;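 also: 100% = DMSO wells rate and 0% = substrate alone blank rate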
Target sequence (Q92560 whole entry, looked up): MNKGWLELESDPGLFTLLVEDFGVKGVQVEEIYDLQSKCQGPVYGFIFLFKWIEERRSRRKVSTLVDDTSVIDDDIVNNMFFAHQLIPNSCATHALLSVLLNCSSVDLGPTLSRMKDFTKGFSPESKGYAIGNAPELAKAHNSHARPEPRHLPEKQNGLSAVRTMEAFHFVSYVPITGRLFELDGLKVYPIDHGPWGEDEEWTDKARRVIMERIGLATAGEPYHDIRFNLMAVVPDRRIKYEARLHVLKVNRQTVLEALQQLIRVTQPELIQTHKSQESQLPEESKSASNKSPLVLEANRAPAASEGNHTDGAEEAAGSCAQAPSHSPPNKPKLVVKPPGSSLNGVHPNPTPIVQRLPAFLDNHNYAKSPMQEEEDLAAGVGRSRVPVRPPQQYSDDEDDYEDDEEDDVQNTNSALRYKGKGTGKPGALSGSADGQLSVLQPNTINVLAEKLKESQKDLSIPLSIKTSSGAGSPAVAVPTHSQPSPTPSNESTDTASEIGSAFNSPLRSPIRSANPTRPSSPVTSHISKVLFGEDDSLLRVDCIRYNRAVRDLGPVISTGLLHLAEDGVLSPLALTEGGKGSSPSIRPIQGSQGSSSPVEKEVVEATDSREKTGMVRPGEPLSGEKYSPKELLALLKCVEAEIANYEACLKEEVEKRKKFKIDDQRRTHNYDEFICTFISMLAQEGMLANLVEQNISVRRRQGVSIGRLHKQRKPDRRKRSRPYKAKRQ
HePTP inh = inhibitors of human HePTP phosphatase; P35236; recombinant HePTP phosphatase activity, OD absorbance; inhibition, % at 20 µM; actives 0.64% (n = 110,000); AID 521; in the data active = inhibition above about 50%;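 also: plate controls were vehicle for no effect and reference inhibitor for full effect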
Target sequence (P35236 whole entry, looked up): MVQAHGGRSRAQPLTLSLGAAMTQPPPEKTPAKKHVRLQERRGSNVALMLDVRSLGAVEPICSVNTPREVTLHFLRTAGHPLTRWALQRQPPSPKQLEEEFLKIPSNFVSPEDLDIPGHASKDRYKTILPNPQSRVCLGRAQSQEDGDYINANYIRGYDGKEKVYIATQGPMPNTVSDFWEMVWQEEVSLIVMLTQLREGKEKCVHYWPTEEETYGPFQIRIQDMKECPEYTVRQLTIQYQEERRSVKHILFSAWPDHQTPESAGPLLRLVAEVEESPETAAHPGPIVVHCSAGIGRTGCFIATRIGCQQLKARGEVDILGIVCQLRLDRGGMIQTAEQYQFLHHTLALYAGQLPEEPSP
Active calls of the source: *; . = not tested or not shown; & = joins results of further samples.

BAP1 block	HePTP inh	Molecule
75.9	11.2	Cc1ccc(-n2ncc3c(=O)n(CC(=O)NC4CCCCC4)cnc32)cc1C
93.8	0.5	COc1ccc(CNc2nc3nc(C)c(Cl)c(=O)n3[nH]2)cc1OC
.	11.8	Cc1ccc(NC(=O)c2ccco2)cc1Br
119.4	3.5	CCOc1cccc(/C(O)=C2/C(=O)C(=O)N(CCOC)C2c2ccc(C)o2)c1 (stereo not drawn)
53.4	-3.0	Cc1nnc(SCC(=O)N2CCCCC2)s1
89.1	-3.3	CCCCOc1ccc(-c2nnc(N)s2)cc1
83.7	8.4	C=CCSC1=C(C#N)C(c2ccc(C(C)C)cc2)CC(=O)N1 (stereo not drawn)
105.8	3.2	Cc1noc(NS(=O)(=O)c2ccc(NC(=O)C34CCC(CC3)C4)cc2)c1C
92.2	-12.0	COCCCN1C(=O)C(=O)/C(=C(/O)c2ccccc2)C1c1ccc2c(c1)OCO2 (stereo not drawn)
.	3.9	Cc1c(C(=O)NCCC2=CCCCC2)oc2ccc(S(=O)(=O)N3CCOCC3)cc12
73.1	.	Cc1nc2ccc3nc(NC(=O)c4cccc([N+](=O)[O-])c4)sc3c2s1
95.9	1.7	CC(C(=O)N1CCCCC1)n1ncn2cccc2c1=O (stereo not drawn)
.	2.1	O=C(N1CCCCC1)C12CC3CCC(CC(C3)C1)C2
95.8	12.7	COc1ccc(-c2nc(CS(=O)CC(=O)NCCC3=CCCCC3)c(C)o2)cc1 (stereo not drawn)
.	-5.6	Cc1c(C(=O)OC(C)C)sc(NC(=O)c2ccccc2F)c1C#N
.	-13.9	COc1cccc(C2NC(=O)NC(C)=C2C(=O)Nc2ccc(C)c(Cl)c2)c1OC (stereo not drawn)
.	2.7	CCOc1ccc(NC(=O)CC2S/C(=N\N=C(/C)c3ccc([N+](=O)[O-])cc3)NC2=O)cc1 (stereo not drawn)
97.4	-11.6	Cc1csc2nc(CNC(=O)C3CCCCC3)cn12
101.6	6.6	Cc1ccc(OS(=O)Nc2cccc3nccnc23)cc1 (stereo not drawn)
100.5	-1.4	CSc1nnc2c(n1)OC(c1cccn1C)N(C(C)=O)c1ccccc1-2 (stereo not drawn)

Molecules shown so far with four or more nitrogen atoms (six):
BAP1 block	HePTP inh	Molecule
75.9	11.2	Cc1ccc(-n2ncc3c(=O)n(CC(=O)NC4CCCCC4)cnc32)cc1C
93.8	0.5	COc1ccc(CNc2nc3nc(C)c(Cl)c(=O)n3[nH]2)cc1OC
73.1	.	Cc1nc2ccc3nc(NC(=O)c4cccc([N+](=O)[O-])c4)sc3c2s1
95.9	1.7	CC(C(=O)N1CCCCC1)n1ncn2cccc2c1=O (stereo not drawn)
.	2.7	CCOc1ccc(NC(=O)CC2S/C(=N\N=C(/C)c3ccc([N+](=O)[O-])cc3)NC2=O)cc1 (stereo not drawn)
100.5	-1.4	CSc1nnc2c(n1)OC(c1cccn1C)N(C(C)=O)c1ccccc1-2 (stereo not drawn)

(continued)
BAP1 block	HePTP inh	Molecule
110.8	2.1	CCCCOc1ccc(S(=O)(=O)Nc2cccnc2)cc1
.	7.0	O=C(Nc1ccc(F)c([N+](=O)[O-])c1)c1cc2ccccc2o1
108.8	5.6	Cc1ccc(OCc2nnc(SCC(=O)C(C)(C)C)n2Cc2ccco2)cc1
.	-4.9	NC(=O)CSc1nc2sc3c(c2c(=O)n1-c1ccccc1)CCC3
.	-2.8	COC(=O)c1c(N2C(=O)C=CC2=O)sc(C)c1C
87.3	-11.0	CCOc1cccc(=O)c2c(C)n(CC3CCCO3)c(C)c12 (stereo not drawn)
103.3	9.8	Cc1ccc(C)n1-c1ccc(N2CCOCC2)cc1
.	-13.4	O=C(c1cccc(F)c1F)N1CCN(c2cc(N3CCOCC3)c(F)cc2[N+](=O)[O-])CC1
123.8	13.3	N#Cc1ccccc1NC(=O)CSc1nnc(-c2ccccc2O)n1-c1ccccc1
70.5	8.3	O=C(c1csc2ccccc12)n1cccn1
.	3.6	N#Cc1c(N)nc2c(c1-c1ccc3c(c1)OCO3)CCCCCC2
.	6.5	O=C(Cn1c(=O)sc2ccccc21)Nc1ccc2c(c1)OCCO2
.	5.3	COc1cc(CN2CCN(Cc3ccccc3Br)CC2)cc(OC)c1
.	4.5	Cc1ccc2nc(SCc3ccc(Cl)cc3)nc(C)c2c1
161.8	5.2	CSc1nc2sc3c(c2c2nncn12)CCC3
95.6	4.9	C/C(Cl)=C\Cn1c(Nc2ccc(C)cc2)nc2c1c(=O)n(C)c(=O)n2C
107.2	5.1	Cc1cc(F)c(F)c(C(=O)NC2CC2)c1Cl
.	-4.4	CC(C)C(=O)Nc1ccc(Oc2ccc(C(=O)O)c(C(=O)O)c2)cc1
.	-6.0	Cc1ccc(NC(=O)c2ccc(-c3ccccc3)cc2)cc1F
60.4	2.9	Cn1nc(-c2ccc(Cl)cc2)c2cc(C(=O)NCc3ccco3)sc21
.	-12.3	Cc1ccc([N+](=O)[O-])cc1NC(=O)c1ccccc1C(=O)O
.	5.4	C=COCCNC(=O)C(=O)Nc1ccc(CC)cc1
96.8	13.9	O=C(NCc1ccco1)c1cccn2c(=O)c3cc(Br)ccc3nc12
.	-8.1	COC(=O)c1cc(C(=O)Nc2cccc(Br)c2)cc([N+](=O)[O-])c1
87.6	5.5	CCC(=O)N1c2ccc(S(=O)(=O)CCC(=O)NC3CCCC3)cc2CC1C (stereo not drawn)
94.4	.	C1=C(c2ccccc2)Nc2ncnn2C1c1ccccc1 (stereo not drawn)
71.9	.	O=C(Oc1ccccc1)c1ccc(-c2ccccc2)cc1
90.2	15.3	COc1ccc(OC)c(/C=c2\sc3nc(-c4cccs4)nn3c2=O)c1
.	-10.6	O=C(/C=C/c1ccccc1)Nc1nnc(-c2cccs2)s1
121.2	1.3	COc1ccc(CCNC(=O)CCN2C(=O)COc3ccc(C)cc32)cc1OC
69.0	-0.6	O=C1CC(N2CCN(c3ccc(F)cc3)CC2)C(=O)N1Cc1cccs1 (stereo not drawn)
91.3	-1.3	CCc1ccccc1N1CC23C=CC(O2)C(C(=O)OCC(C)C)C3C1=O (stereo not drawn)
.	9.3	c1ccc(Cn2c(CSc3nnnn3-c3ccccc3)nc3ccccc32)cc1
85.0	12.4	CCc1ccc(NC2CC(=O)N(c3ccc(OC)cc3OC)C2=O)cc1 (stereo not drawn)
.	2.9	CCN(CC)CCCNC(=O)c1cc([N+](=O)[O-])ccc1Cl
87.1&75.9&99.5	-3.4&-2.6	C[C@]12CCC(=O)C=C1CC[C@@H]1[C@@H]2[C@@H](O)C[C@@]2(C)[C@H]1CC[C@]2(O)C(=O)COC(=O)CCC(=O)O
98.3	0.0	Cc1ccc(/C=c2\sc3n(c2=O)CN(c2ccc(Br)cc2)CN=3)o1
.	2.8	O=C(O)CN1C(=O)c2cccc3c(I)cc(Br)c1c23
86.7	9.0	C=C(C)CSc1nc2c(c(=O)[nH]c(=O)n2C)n1Cc1ccccc1
.	5.7	CS(=O)(=O)N1CCN(c2ccc(Cl)cc2[N+](=O)[O-])CC1
86.5	-6.1	COc1ccccc1NC(=O)C1CCCN(S(=O)(=O)c2cnc[nH]2)C1 (stereo not drawn)
100.3	10.3	CCCCn1c(SCC(=O)OC)nc2c1c(=O)n(C)c(=O)n2C
102.5	-10.0	c1ccc(OCCSc2nnnn2C2CCCCC2)cc1
.	-2.9	N#Cc1ccccc1NC(=O)COc1ccccc1
.	5.6	O=C(Nc1ccc2c(c1Cl)C(=O)c1ccccc1C2=O)c1ccccc1
.	-3.9	CC(C)c1ccc(/C=N/NS(=O)(=O)c2ccccc2)cc1
94.5	4.2	Cc1cc(C)cc(-n2ccnc2SCC(=O)Nc2ccc3c(c2)OCCO3)c1
105.0	-0.4	O=C(NCCCN1CCOCC1)c1cc(-c2ccc(F)cc2)on1
.	-6.0	CC(C)c1ccc(NC(=O)C(=O)NCCCN2CCOCC2)cc1
.	8.1	COC(=O)c1ccc(OCC(=O)Nc2nc3c(s2)CCCC3)cc1
116.6	6.0	Cn1c(SC/C=C/c2ccccc2)nnc1-c1ccco1
104.5	0.5	O=S(=O)(Nc1cccnc1)c1cccc(C(F)(F)F)c1
54.5	-9.9	CCCOc1ccc(-c2nnc(-c3ccncc3)o2)cc1
.	2.5	Cc1cccc(N2C(=O)C(Cl)=C(Nc3ccc(C)c(Cl)c3)C2=O)c1
98.1	1.0	CCN(CC)CP(=O)(c1ccccc1)c1ccccc1
.	6.6	CN(C)c1ccc2c(=O)[nH][nH]c(=O)c2c1
95.3	7.3	COCC(C)NS(=O)(=O)c1ccc(NC(=O)C(Cc2ccccc2)NC(N)=O)cc1 (stereo not drawn)
.	6.5	O=C(/C=C/c1ccco1)Nc1ccc(C(=O)Nc2nccs2)cc1
75.4	5.9	CCOC(=O)CCCCC(=O)c1[nH]c(=O)[nH]c1CN1CCOCC1
.	5.1	CCOc1ccc(N2C(=O)/C(=C/c3cccc(Br)c3)SC2=S)cc1

(cont.)
BAP1 block	HePTP inh	Molecule
84.0	-12.6	Cc1cc(NC(=O)CSc2nnc(Cn3c(=O)sc4ccccc43)n2-c2ccccc2C)no1
99.7	5.9	O=C(NC1CCCCC1)N1CCC(n2c(=O)[nH]c3ccccc32)CC1
96.2	-0.2	CCOc1ccc(-c2nnc3ccc(SCc4ccc(C(=O)OC)o4)nn23)cc1
.	11.0	Cc1ccc(-c2nnc(CSc3nc4cc5c(cc4cc3C)OCO5)o2)cc1
106.6	1.6	O=S(=O)(c1ccc(S(=O)(=O)N2CCN3CCCC3C2)cc1)N1CCCC1 (stereo not drawn)
.	3.6	Cc1ccc(NC(=O)c2ccc(-c3cccc(Cl)c3)o2)c([N+](=O)[O-])c1
.	-20.8	Cc1ccc(-c2csc(NC(=O)C34CC5CC(CC(C5)C3)C4)n2)cc1
.	2.0	COC(=O)C(C)Sc1nnc(-c2ccncc2)o1 (stereo not drawn)
94.2	9.4	CC(C)(C)Nc1nc(OCC(F)(F)F)nc(OCC(F)(F)F)n1
126.0	6.4	Cn1c(=O)n(C)c2cc(NS(=O)(=O)c3ccc4c(c3)CCCC4)ccc21
.	-9.4	O=C(COc1ccccc1)NCCc1ccccc1
.	8.8	CCOc1ccc(-c2cc(C)n3nc(C(=O)N(C)Cc4ccccc4)cc3n2)cc1
.	-7.5	CCCCc1ccc(C(=O)NNC(=O)c2ccccc2C)cc1
.	-3.8	CC(NCc1ccc2c(c1)OCO2)C12CC3CC(CC(C3)C1)C2 (stereo not drawn)
92.3	14.6	O=C1C2C3C=CC(C3)C2C(=O)N1c1cccc(N2C(=O)C3C4C=CC(C4)C3C2=O)n1 (stereo not drawn)
108.8	3.7	O=C(COc1ccccc1O)N1CCN(C(=O)c2ccco2)CC1
.	4.5	O=C(CCCOc1ccccc1)Nc1ccc2c(c1)OCO2
109.2	10.2	Cc1ccc(C(C(=O)NC(C)(C)C)N(C(=O)c2csnn2)c2ccccc2F)o1 (stereo not drawn)
80.7	12.7	O=C1N2CCSC2=NC1(Nc1nccs1)C(F)(F)F (stereo not drawn)
.	0.2	COc1cc(NC(=O)c2ccco2)c(OC)cc1NC(=O)Nc1ccccc1Cl

Three entries from above, comma-delimited:
smiles,BAP1 block,HePTP inh
O=C1C2C3C=CC(C3)C2C(=O)N1c1cccc(N2C(=O)C3C4C=CC(C4)C3C2=O)n1 (stereo not drawn),92.3,14.6
O=C(COc1ccccc1O)N1CCN(C(=O)c2ccco2)CC1,108.8,3.7
O=C(CCCOc1ccccc1)Nc1ccc2c(c1)OCO2,.,4.5

Further compounds follow:
BAP1 block	HePTP inh	Molecule
82.8	2.9	COC(=O)c1ccc2c(c1)N(Cc1cc(C)ccc1C)C(=O)c1ccccc1S2=O (stereo not drawn)
114.9	3.4	COC(=O)C1CCN(C(=O)c2sc3nc(-c4ccc(F)cc4)cn3c2C)CC1
148.4	3.4	CCOc1ccc(-n2cnnn2)cc1S(=O)(=O)NCCc1ccc(OC)c(OC)c1
83.9	-8.8	COc1cc(CCC(=O)N2CCN(c3ccc(N4CCOCC4)nn3)CC2)cc(OC)c1OC
.	-4.6	COCCNC(=O)c1ccc([N+](=O)[O-])cc1Cl
.	1.8	O=C(C1CCCCC1)N1CCN=C1c1ccccc1
.	7.4	CCOc1cccc(C2CC(=O)Nc3c2ccc2ccccc32)c1 (stereo not drawn)
.	-13.6	Cc1c(C)c2ccc(OCC(=O)O)cc2oc1=O
.	1.9	O=C(CNS(=O)(=O)c1cccc2nonc12)NCc1ccc(F)cc1
.	9.9	O=C(Nc1ncccc1Cl)c1ccccc1F
.	1.2	COc1ccccc1NC(=O)Cc1ccccc1[N+](=O)[O-]
.	-19.9	CCN(/C=N/c1sc2c(c1C#N)CCCC2)CC
.	-9.0	CC(=O)Oc1ccc(/C=C(/NC(=O)c2ccccc2)C(=O)NCCO)cc1
.	-1.9	O=C(Nc1ccccc1CO)c1cccc(F)c1
63.3	-4.7	Cc1onc(-c2ccccc2)c1C(=O)Nc1nnc(N(C)Cc2ccccc2)s1
95.0	35.1	Cc1nc2ccccc2c2oc(C(=O)NCCCN3CCC(C)CC3)cc12
.	5.2	CC1=NN(C(=O)CSc2ccccn2)C(C)(O)C1 (stereo not drawn)
.	23.5	N=C1S/C(=C\c2ccc(-c3ccccc3C(=O)O)o2)C(=O)N1c1ccc2c(c1)OCO2
.	8.8	Cc1cc(NC(=O)c2ccc(Cl)c([N+](=O)[O-])c2)ccc1Br
.	-4.8	CC(C)Oc1ccc(CCc2n[nH]c(=S)n2-c2ccccc2)cc1

4 records picked at random from the list so far, as already listed:
BAP1 block	HePTP inh	Molecule
.	1.8	O=C(C1CCCCC1)N1CCN=C1c1ccccc1
95.0	35.1	Cc1nc2ccccc2c2oc(C(=O)NCCCN3CCC(C)CC3)cc12
.	1.2	COc1ccccc1NC(=O)Cc1ccccc1[N+](=O)[O-]
.	7.4	CCOc1cccc(C2CC(=O)Nc3c2ccc2ccccc32)c1 (stereo not drawn)
